Cdc42 wt = changes GTP binding to wildtype human Cdc42. P60953. GST-Cdc42 beads, Bodipy-GTP binding, flow cytometry; actives lie on both sides. percent activity (GTP binding), % at 10 µM. 0.2% of 190,000 active. AID 761;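 active = percent activity GTP binding at least 20 points away from the 100% baseline, either down as inhibitor or up as activator; inconclusive = compound flagged as likely green fluorescent from well-wide comparison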;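 also: median bead fluorescence of bound Bodipy-FL-GTP at 100 nM; 0% = excess unlabeled GTP control and 100% = no compound control; below 100% means less GTP binding so inhibitor and above means activator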
Target sequence (P60953 whole entry, looked up): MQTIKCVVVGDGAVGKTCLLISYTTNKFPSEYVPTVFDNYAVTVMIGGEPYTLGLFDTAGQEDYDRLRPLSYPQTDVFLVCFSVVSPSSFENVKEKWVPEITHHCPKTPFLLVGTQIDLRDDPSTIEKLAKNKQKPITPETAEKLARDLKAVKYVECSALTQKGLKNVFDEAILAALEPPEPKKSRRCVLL
Rac1 mut GTP = modulators of GTP binding to human Rac1 activated mutant | GST-Rac1 activated beads, fluorescent GTP binding, flow cytometry; actives lie on both sides; 100% means binding = to untreated wells | percent activity (GTP binding), % at 10 µM | 0.11% of 190,000 active | AID 764;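 active = GTP binding at least 20 percentage points away from the 100% baseline, in either direction, so actives lie on both sides; inconclusive = Compound likely fluorescent itself, or too few beads counted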
ABCB1 block = human ABCB1 inhibition, ABCG2 as counter-screen; inhibition, % at 6.6 µM; CCRF-Adr cells, JC-1 efflux, flow cytometry; P08183; 0.067% of 190,000 active; in the data active = inhibition above about 40%;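 also: 0% = vehicle and 100% = reference inhibitor; higher value means more JC-1 retained so stronger ABCB1 efflux block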
HRas wt GTP = human HRas wildtype GTP binding, change in either direction; P01112; GST-Ras wt beads, Bodipy-FL-GTP binding, flow cytometry; actives lie on both sides; GTP binding activity, % at 10 µM; 0.14% of 190,000 active; AID 759;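 active = GTP binding activity at least 20% away from the 100% baseline, either lowered as inhibitor or raised as activator; inconclusive = flagged as likely green fluorescent, judged across all proteins in the well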;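 also: 0% = unlabeled GTP competition control and 100% = no-compound control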
Target sequence (P01112 whole entry, looked up): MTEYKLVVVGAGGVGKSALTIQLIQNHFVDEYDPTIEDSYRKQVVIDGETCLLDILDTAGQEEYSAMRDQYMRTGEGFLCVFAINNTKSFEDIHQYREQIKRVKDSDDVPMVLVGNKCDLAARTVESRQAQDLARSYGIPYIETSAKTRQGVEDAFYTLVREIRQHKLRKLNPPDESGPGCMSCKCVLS
Pf gametocyte = inhibitors of late stage P. falciparum gametocyte viability; 0.065% of 150,000 active; inhibition, % at 10.9 µM; P. falciparum stage V gametocytes, ATP luminescence, 24 h;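 active = inhibition above the mean plus 3 SD of compounds within the control limits, set per campaign, cut at about 38% in these data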;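 also: 0% = DMSO wells and 100% = medium only without gametocytes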
Rab7 wt modul = modulators of GTP binding to dog Rab7 wildtype GTPase; GST-Rab7 beads, fluorescent GTP binding, flow cytometry; actives lie on both sides; untreated = 100%, excess cold GTP = 0%; GTP binding activity (percent of control), % at 10 µM; AID 758; 0.055% of 190,000 active;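 active = fluorescent GTP binding to Rab7 beads changed by at least 20 points from the 100% baseline, either direction, mostly lower; inconclusive = compound itself probably fluorescent, or too few beads counted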;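 also: median green fluorescence of bound Bodipy-FL-GTP per Rab7 bead population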
Mcl1-Noxa inh = Mcl-1/Noxa interaction inhibition; Q07820; TR-FRET Mcl-1/Noxa peptide binding, 2 h; inhibition, % at 21.7 µM; 1.5% of 220,000 active;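 active = compounds that cut the protein-peptide binding signal by more than 50% relative to plate controls in a single-dose test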;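 also: His-tagged Mcl-1 with rhodamine Noxa BH3 peptide and terbium anti-His antibody; 0% = Mcl-1 plus Noxa peptide wells and 100% = peptide-only wells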
Rac1 wt modul = human Rac1 wildtype GTP binding, inhibitors and activators | P63000 | GST-Rac1 beads, fluorescent GTP binding, flow cytometry; actives lie on both sides; 0 = cold GTP competed, 100 = untreated | GTP binding activity (% of control), % at 10 µM | 0.27% of 190,000 active;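 active = GTP binding activity at least 20 points away from the 100% control level, either lower or higher; inconclusive = compound flagged as likely green fluorescent, judged across all proteins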
Rab2A wt mod = changes GTP binding to wildtype dog Rab2A, up or down; GST-Rab2 wt beads, Bodipy-GTP binding, flow cytometry; GTP binding activity, % at 10 µM; 0.19% of 190,000 active;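 active = GTP binding activity at least 20 points away from 100%, either lowered or raised; inconclusive = signal likely due to the compound's own green fluorescence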;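 also: 0% = beads with excess unlabeled GTP and 100% = no-compound control corrected for plate trend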
ABCG2 inh = inhibitors of human ABCG2 transporter, ABCB1 counter-screen. Q9UNQ0. IgMXP3 cells, JC-1 efflux, flow cytometry. inhibition, % at 6.6 µM. 0.1% of 190,000 active. AID 1325;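 active = inhibition above 80%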;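 also: 0% = DMSO and 100% = nicardipine control wells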
Target sequence (Q9UNQ0 whole entry, looked up): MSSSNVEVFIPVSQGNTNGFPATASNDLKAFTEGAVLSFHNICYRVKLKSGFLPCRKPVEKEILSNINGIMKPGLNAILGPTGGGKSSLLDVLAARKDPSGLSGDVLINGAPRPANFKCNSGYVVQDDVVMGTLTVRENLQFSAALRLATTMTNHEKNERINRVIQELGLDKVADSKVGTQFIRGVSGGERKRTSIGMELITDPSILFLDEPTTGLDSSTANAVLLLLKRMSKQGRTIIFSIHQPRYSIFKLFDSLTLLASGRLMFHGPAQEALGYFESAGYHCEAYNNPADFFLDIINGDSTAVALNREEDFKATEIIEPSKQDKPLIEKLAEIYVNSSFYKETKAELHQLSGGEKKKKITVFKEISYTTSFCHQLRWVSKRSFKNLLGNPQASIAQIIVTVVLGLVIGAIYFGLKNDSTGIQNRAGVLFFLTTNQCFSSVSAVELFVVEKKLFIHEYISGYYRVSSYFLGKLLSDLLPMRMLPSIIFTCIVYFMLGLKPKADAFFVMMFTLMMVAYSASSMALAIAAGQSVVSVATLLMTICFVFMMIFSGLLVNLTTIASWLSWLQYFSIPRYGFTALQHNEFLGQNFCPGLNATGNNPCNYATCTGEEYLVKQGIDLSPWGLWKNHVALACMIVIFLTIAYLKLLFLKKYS
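Incubation: cells with compound and JC-1, 10 min at 25 °C, rotating, no wash / Test system: IgMXP3 (ABCG2) plus far-red-tagged CCRF-Adr (ABCB1) cells / Compound dosing: one concentration, 6.6 µM final / Also added: JC-1 fluorescent substrate / Evaluation: efflux inhibition in percent versus controls / Detection: flow cytometry, 530 nm JC-1 signal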
Avidin fluor = compound fluoresces at 488/530 nm on avidin beads; compound fluorescence 488/530 nm, flow cytometry; hits give high values; 0.38% of 220,000 active; fluorescence (KMESF) at 10 µM; in the data active = fluorescence above about 47; also: inactives centre near 10
* = called active by the depositor; ? = inconclusive; . = no result given.

Below each compound – Cdc42 wt	Rac1 mut GTP	ABCB1 block	HRas wt GTP	Pf gametocyte	Rab7 wt modul	Mcl1-Noxa inh	Rac1 wt modul	Rab2A wt mod	ABCG2 inh	Avidin fluor
1	COc1cccc(C(=O)N(Cc2cc3cc(C)ccc3[nH]c2=O)CC2CCCO2)c1 (centres undefined)
 : 96.0	95.0	0.2	101.0	20.8	97.0	-2.0	101.0	99.0	4.4	12
2	CCc1c(C)nc2ccc(Br)cc2c1Cl
 : 100.0	96.0	-0.1	96.0	-15.8	92.0	3.4	99.0	96.0	0.2	9
3	Cn1cccc1C(=O)OCc1csc(-c2ccccc2)n1
 : 100.0	100.0	-2.1	102.0	.	99.0	-0.6	104.0	100.0	-6.5	8
4	C(=N\Nc1nc(N2CCCC2)nc(N2CCCC2)n1)/c1ccccc1OCc1ccccc1
 : ?	?	1.2	?	-4.6	?	10.9	?	?	4.7	25
5	CCOC(=O)C1=C2SCCN2C(=O)C(C#N)C1(C)C (centres undefined)
 : ?	?	-0.2	?	-34.6	?	-1.4	?	?	-0.7	14
6	COc1ccc(N2CCN(C(c3ccc4ncccc4c3)c3nnnn3C(C)(C)C)CC2)cc1 (centres undefined)
 : 95.0	96.0	0.8	97.0	-1.4	95.0	20.1	96.0	95.0	2.5	23
7	O=C(CSc1c2c(nc3ccc(Cl)cc13)CCCC2)NCCCN1CCOCC1
 : 97.0	92.0	0.5	94.0	4.0	92.0	2.5	96.0	98.0	4.0	9
8	Cc1ccc(-c2nc(CS(=O)CC(=O)NC3CCCC3)c(C)o2)cc1 (centres undefined)
 : 104.0	100.0	0.7	104.0	.	103.0	10.0	106.0	101.0	5.9	26
9	CC(NC(=O)C12CC3CC(CC(C3)C1)C2)C(=O)NCCN(C)C (centres undefined)
 : 103.0	100.0	1.6	102.0	.	100.0	-12.4	107.0	100.0	10.8	31
10	CCCCOc1ccc(C(C)NC(=O)C2CCCN(S(=O)(=O)CC)C2)cc1 (centres undefined)
 : 100.0	101.0	2.3	100.0	.	103.0	3.6	104.0	101.0	10.1	9
11	O=C(COC(=O)/C=C/c1ccc(S(=O)(=O)N2CCOCC2)cc1)NCc1ccc(F)cc1
 : 96.0	98.0	-0.2	100.0	-14.5	105.0	22.3	96.0	99.0	-0.2	28
12	Cc1ccc(NC2=C(CC(=O)O)C(c3ccccc3)N(c3ccc(C)cc3)C2=O)cc1 (centres undefined)
 : 99.0	96.0	1.2	99.0	-2.0	99.0	29.4	100.0	98.0	-0.5	16
13	CCOc1ccc(N=Cc2c(O)c3ccccc3oc2=O)cc1
 : 97.0	98.0	1.0	98.0	9.1	99.0	21.5	97.0	97.0	3.8	11
14	Cc1ccc(NC(=O)/C(C#N)=C/c2ccsc2)c(C)c1
 : 99.0	99.0	0.2	100.0	-17.8	92.0	1.4	99.0	99.0	5.0	14
15	CCOC(=O)c1csc(NC(=O)Nc2cccc(Cl)c2)n1
 : 101.0	101.0	-0.1	102.0	-19.2	102.0	-6.6	105.0	101.0	5.0	14
16	CC(CN1CCCCC1)C(=O)NN (centres undefined)
 : 98.0	97.0	0.6	97.0	.	99.0	6.0	100.0	96.0	0.6	20
17	CCN1CN=C(NS(=O)(=O)c2ccc(C)cc2)NC1
 : 98.0	99.0	-0.4	99.0	4.0	94.0	-9.9	107.0	96.0	-1.9	7
18	CCOCC(=O)Nc1ccc(C)c(Cl)c1
 : 104.0	101.0	1.5	102.0	-7.7	100.0	3.8	105.0	101.0	21.0	10
19	COc1ccc(OC)c(C2=Nn3c(nnc3-c3ccco3)SC2)c1
 : ?	?	1.6	?	15.4	?	3.2	?	?	43.4	8
20	COc1ccc(/C=C/C(=O)c2ccc(O)cc2)cc1
 : 96.0	97.0	-0.6	97.0	.	102.0	-15.0	99.0	98.0	4.6	6

Entries 1 through 11, quoted:
Below each compound – Cdc42 wt	Rac1 mut GTP	ABCB1 block	HRas wt GTP	Pf gametocyte	Rab7 wt modul	Mcl1-Noxa inh	Rac1 wt modul	Rab2A wt mod	ABCG2 inh	Avidin fluor
1	COc1cccc(C(=O)N(Cc2cc3cc(C)ccc3[nH]c2=O)CC2CCCO2)c1 (centres undefined)
 : 96.0	95.0	0.2	101.0	20.8	97.0	-2.0	101.0	99.0	4.4	12
2	CCc1c(C)nc2ccc(Br)cc2c1Cl
 : 100.0	96.0	-0.1	96.0	-15.8	92.0	3.4	99.0	96.0	0.2	9
3	Cn1cccc1C(=O)OCc1csc(-c2ccccc2)n1
 : 100.0	100.0	-2.1	102.0	.	99.0	-0.6	104.0	100.0	-6.5	8
4	C(=N\Nc1nc(N2CCCC2)nc(N2CCCC2)n1)/c1ccccc1OCc1ccccc1
 : ?	?	1.2	?	-4.6	?	10.9	?	?	4.7	25
5	CCOC(=O)C1=C2SCCN2C(=O)C(C#N)C1(C)C (centres undefined)
 : ?	?	-0.2	?	-34.6	?	-1.4	?	?	-0.7	14
6	COc1ccc(N2CCN(C(c3ccc4ncccc4c3)c3nnnn3C(C)(C)C)CC2)cc1 (centres undefined)
 : 95.0	96.0	0.8	97.0	-1.4	95.0	20.1	96.0	95.0	2.5	23
7	O=C(CSc1c2c(nc3ccc(Cl)cc13)CCCC2)NCCCN1CCOCC1
 : 97.0	92.0	0.5	94.0	4.0	92.0	2.5	96.0	98.0	4.0	9
8	Cc1ccc(-c2nc(CS(=O)CC(=O)NC3CCCC3)c(C)o2)cc1 (centres undefined)
 : 104.0	100.0	0.7	104.0	.	103.0	10.0	106.0	101.0	5.9	26
9	CC(NC(=O)C12CC3CC(CC(C3)C1)C2)C(=O)NCCN(C)C (centres undefined)
 : 103.0	100.0	1.6	102.0	.	100.0	-12.4	107.0	100.0	10.8	31
10	CCCCOc1ccc(C(C)NC(=O)C2CCCN(S(=O)(=O)CC)C2)cc1 (centres undefined)
 : 100.0	101.0	2.3	100.0	.	103.0	3.6	104.0	101.0	10.1	9
11	O=C(COC(=O)/C=C/c1ccc(S(=O)(=O)N2CCOCC2)cc1)NCc1ccc(F)cc1
 : 96.0	98.0	-0.2	100.0	-14.5	105.0	22.3	96.0	99.0	-0.2	28

New compounds follow:
Below each compound – Cdc42 wt	Rac1 mut GTP	ABCB1 block	HRas wt GTP	Pf gametocyte	Rab7 wt modul	Mcl1-Noxa inh	Rac1 wt modul	Rab2A wt mod	ABCG2 inh	Avidin fluor
21	COc1cc(/C=C/C(=O)C2C(=O)C=C(C)OC2=O)cc(OC)c1O (centres undefined)
 : 97.0	99.0	0.9	98.0	7.7	97.0	28.2	99.0	97.0	3.5	16
22	c1ccc(-c2nnc3sc(-c4ccncc4)nn23)cc1
 : ?	?	0.0	?	52.0*	?	.	?	?	0.6	7
23	Cc1cc(=O)[nH]c(SCC(=O)Nc2nc(-c3ccccc3)cs2)n1
 : 102.0	95.0	-0.2	101.0	-8.5	100.0	22.0	105.0	97.0	0.8	26
24	CCCCNC(=S)NNC(=O)c1nn(C)cc1Cl
 : 98.0	92.0	0.5	95.0	.	98.0	-4.3	98.0	96.0	14.8	6
25	O=C(C1CCN(S(=O)(=O)c2cccc3cccnc23)CC1)N1CCN(c2ccccc2)CC1
 : 98.0	96.0	0.0	94.0	.	93.0	3.5	99.0	94.0	1.5	3
26	CCCn1c(=N)c(C#N)cc2c(=O)n3cccc(C)c3nc21
 : 90.0	93.0	2.4	94.0	.	104.0	15.1	90.0	95.0	15.1	11
27	CC(C)N(c1ccccc1)c1ncnc(NCCC(=O)O)c1[N+](=O)[O-]
 : 99.0	97.0	0.4	99.0	.	94.0	-0.6	100.0	98.0	1.1	9
28	Cc1ccc2c(c1)C1(OCCO1)C(=O)N2
 : 100.0	100.0	1.1	98.0	.	96.0	1.6	103.0	100.0	2.8	9
29	COC(=O)c1ccc(N=NNc2ccccc2)cc1
 : 94.0	96.0	0.3	100.0	-24.9	99.0	23.6	101.0	96.0	1.9	13
30	COc1ccc(NC(=O)CSc2nnc(Cc3ccccc3)o2)c(OC)c1
 : 96.0	97.0	0.7	96.0	-5.3	94.0	4.5	96.0	96.0	2.3	13
31	COc1ccccc1Nc1ccc([N+](=O)[O-])cn1
 : 96.0	96.0	0.1	95.0	-3.5	93.0	17.0	97.0	96.0	1.2	14
32	Cn1c(CCc2ccc(N)cc2)nc2ccccc21
 : 100.0	95.0	-0.2	96.0	-12.2	98.0	12.1	97.0	94.0	10.5	12
33	CN1CC(=O)N(CC(=O)N2N=C(c3ccc(Cl)cc3)CC2c2ccco2)C1=O (centres undefined)
 : 100.0	98.0	0.3	98.0	-10.6	98.0	21.4	101.0	99.0	3.2	5
34	O=C1C2ON(c3ccc(Br)cc3)C(c3cccnc3)C2C(=O)N1C1CCCCC1 (centres undefined)
 : 102.0	99.0	0.7	104.0	13.1	104.0	-19.2	100.0	103.0	1.4	12
35	Cn1c(COc2ccccc2)nnc1SCC(=O)Nc1ccc(S(N)(=O)=O)cc1
 : 99.0	100.0	-0.3	102.0	.	97.0	-4.4	104.0	102.0	-0.2	.
36	Cc1ccc(N2CCN(C(=O)N3CCOCC3)CC2)c(C)c1
 : ?	?	-0.1	?	.	?	-10.3	?	?	0.2	25
37	COc1ccccc1NS(=O)(=O)c1ccc(N/N=C(\C)C(C)C)c([N+](=O)[O-])c1
 : 100.0	101.0	1.9	100.0	-15.0	102.0	4.1	107.0	101.0	33.4	15
38	O=C(c1cccc(Cl)c1)N1CCCC(C(=O)N2CCCCCC2)C1 (centres undefined)
 : 98.0	97.0	1.3	98.0	-19.7	99.0	-1.4	105.0	102.0	-0.7	14
39	CCCCN(C(=S)NC(=O)c1cc(OC)c(OC)c(OC)c1)c1c(N)n(Cc2ccccc2)c(=O)[nH]c1=O
 : 98.0	99.0	0.5	95.0	-5.7	97.0	16.5	100.0	97.0	-4.2	4
40	Cc1ccc(C2CC(c3ccccc3)=NN2C(=O)CSc2nnc(-c3ccncc3)n2C)o1 (centres undefined)
 : 98.0	98.0	1.5	96.0	-18.1	100.0	22.6	100.0	100.0	4.6	11
41	COc1ccc(S(=O)(=O)N2CCC(C(=O)N3CCc4ccccc4C3)CC2)cc1
 : ?	?	0.6	?	.	?	0.4	?	?	3.0	18
42	O=C1/C(=C\c2ccc(Br)o2)SC(=Nc2ccccc2)N1c1ccccc1
 : 97.0	96.0	0.0	96.0	.	96.0	19.9	98.0	96.0	0.4	16
43	Cc1cc(S(=O)(=O)NCC(=O)O)ccc1F
 : 98.0	96.0	0.1	97.0	.	94.0	0.0	100.0	99.0	-3.1	5
44	Cc1cc2ccccc2c(=O)[nH]1
 : 96.0	94.0	0.2	95.0	.	94.0	21.2	96.0	93.0	1.0	15
